# Tau fluor counter = counter-screen for tau fibril formation inhibitors. tau K18 P301L (four-repeat tau fragment) Alexa594 fluorescence, heparin fibrillization. Potency, µM (titrated, usually from 57.7 µM), for inactives: top-dose activity change, negative = decrease. 280,000 tested, 0.93% active. AID 1463; further: on the % scale 0 is the no-effect control and ±100 the full control effect; nearly all actives have a fitted effect of over 55% in size
#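 Human K18 P301L tau (15 uM unlabeled plus 0.24 uM Alexa 594-labeled, final) in 100 mM sodium acetate pH 7 was mixed with compound and 20 uM heparin and incubated 6 hr at 37 C.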
# GLA spleen mod = inhibits or activates alpha-galactosidase in human spleen homogenate; P06280; human spleen homogenate, 4MU-alpha-Gal fluorescence, 40 min; Potency, µM (series often up to 80 µM), for the others: top-dose activity change, negative = inhibition, usual class: inhibitors; 240,000 tested, 0.008% active; AID 2107;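 further: 0% = enzyme with vehicle and -100% = no enzyme basal signal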
# Target sequence (P06280 32-429 limits assumed): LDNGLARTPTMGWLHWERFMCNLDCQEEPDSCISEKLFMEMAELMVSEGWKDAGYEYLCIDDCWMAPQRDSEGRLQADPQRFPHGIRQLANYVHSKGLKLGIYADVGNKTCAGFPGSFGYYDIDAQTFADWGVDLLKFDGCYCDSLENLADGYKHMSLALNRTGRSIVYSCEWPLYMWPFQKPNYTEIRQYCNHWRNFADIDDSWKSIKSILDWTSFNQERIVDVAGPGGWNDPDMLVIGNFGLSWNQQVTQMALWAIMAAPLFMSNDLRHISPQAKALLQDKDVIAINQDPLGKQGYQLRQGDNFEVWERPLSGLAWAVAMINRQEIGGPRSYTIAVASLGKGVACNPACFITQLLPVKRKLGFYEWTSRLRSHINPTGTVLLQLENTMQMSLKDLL
#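 Fluorogenic readout (Ex 365/Em 440 nm) of 4-methylumbelliferone released from 1 mM 4-MU-alpha-galactoside by spleen homogenate, 40 min at 37C, pH 5.0. Data normalized to no-enzyme and enzyme controls; Hill-equation AC50 from compound titrations.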
# ALDH1A1 inh = ALDH1A1 (human) enzyme inhibition | Purified ALDH1A1, NADH fluorescence, propionaldehyde substrate | Potency, µM (top dose mostly 75.3 µM), without a hit: at the top dose activity, negative = inhibition, usual class: inhibitors | AID 1030 | 220,000 tested, 7.3% active | P00352; active means well fitted inhibition curve with a large enough effect, not every such curve was filed as active; inconclusive means small, poorly fitted or top-dose-only effect, or another doubt; inactive means no such curve, though single readings can be large or run the other way;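 further: plate controls were no enzyme wells and a reference inhibitor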
# Epigenetic reg = regulators of epigenetic silencing causing reporter derepression in mouse cells | murine LDR cells, GFP reporter derepression, 30 h | Potency, µM (doses to about 53.9 µM), for inactives: top-dose GFP activation, hits mostly activators | 280,000 tested, 0.2% active; further: % of control where 0% means no effect; nearly all actives have a fitted effect of over 60% in size
#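 In this reporter-derepression format, murine cells bearing a silenced integrated CMV-GFP locus incubate with test compound (30 h, 37 C), then are washed and imaged; fluorescent objects of 20–120 um count as induced cells.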
# aGlu spleen mod = inhibits or activates alpha-glucosidase in human spleen homogenate. P10253. human spleen homogenate, 4-MU-alpha-glucoside fluorescence. Potency, µM (top dose mostly 79.9 µM), for inactives: at the highest dose activity change, negative = inhibition, usual class: inhibitors. 240,000 tested, 0.006% active. AID 2112;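 further: 0% = enzyme with vehicle and -100% = no enzyme basal signal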
#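 Enzyme source: human spleen homogenate, 1 ug/well. Buffer 50 mM citric acid/K phosphate pH 5.0, 0.01% Tween-20. 4-MU-alpha-glucoside 1 mM; 37 C x 40 min; NaOH/glycine stop; fluorescence.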
# GAA inh = blocks human lysosomal alpha-glucosidase. Potency, µM (series often up to 76.9 µM), inactives show at the highest dose activity change, negative = inhibition, most hits filed as inhibitors. purified human GAA, 4-MU-alpha-glucoside fluorescence. AID 1466. 200,000 tested, 0.005% active. P10253;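 further: plate controls were uninhibited enzyme wells for no effect and no-enzyme background for full effect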
#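 Endpoint fluorogenic read: 20 min room-temperature reaction of 4 nM human alpha-glucosidase with 400 uM 4-methylumbelliferyl-alpha-D-pyranoside, pH 5.0, quenched with 1M NaOH/1M glycine pH 10. AC50 from Hill modeling.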
# NPSR antagonist = neuropeptide S receptor (human) antagonism, cAMP; Q6W5P4; CHO-NPSR cells, cAMP TR-FRET, antagonist mode; Potency, µM (highest dose often 38.3 µM), for the others: top-dose activity change, negative = inhibition, hits mostly inhibitors; 220,000 tested, 1% active; further: on the % scale 0 is the no-effect control and ±100 the full control effect; nearly all actives have a fitted effect of over 50% in size; many of its hits are not listed in these tables
# Target sequence (Q6W5P4 whole entry, looked up): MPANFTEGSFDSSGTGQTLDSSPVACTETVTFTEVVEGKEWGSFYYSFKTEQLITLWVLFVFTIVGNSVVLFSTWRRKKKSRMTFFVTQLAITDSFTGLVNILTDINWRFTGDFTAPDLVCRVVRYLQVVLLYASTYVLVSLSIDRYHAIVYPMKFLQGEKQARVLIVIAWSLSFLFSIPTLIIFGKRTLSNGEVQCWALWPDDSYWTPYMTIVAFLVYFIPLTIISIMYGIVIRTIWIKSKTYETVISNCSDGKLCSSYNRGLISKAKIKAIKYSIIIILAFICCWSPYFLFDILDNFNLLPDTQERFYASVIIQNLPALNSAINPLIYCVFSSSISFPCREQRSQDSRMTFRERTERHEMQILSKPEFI
# GAA glycogen = GAA glycogen-cleavage inhibition or activation | recombinant GAA, glycogen substrate, Amplex Red glucose oxidase fluorescence | Potency, µM (titrated, usually from 76.4 µM), for inactives: at the top dose activity change, negative = inhibition, actives largely listed as inhibitors | 300,000 tested, 0.38% active | AID 2100;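 further: 0% = full enzyme reaction and -100% = no-enzyme basal signal; the screen sought inhibitors and activators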
#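 Natural-substrate format: glycogen cleavage by 4 nM human enzyme, glucose read by Amplex Red coupling (Ex 573, Em 610 nm). Normalized to enzyme and no-enzyme controls.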
# Starred values were filed as active, the others as inactive; ? = inconclusive; . = no result given; & = joins results of further samples; [ ] = remark or other dose. Unless noted, the call rests on the fitted dose curve; in most records, active means well fitted curve in the direction sought with a large enough effect; inconclusive means small, poorly fitted or top-dose-only effect, or another doubt; inactive means no such curve, though single readings can be large; an effect the other way counts as inactive or inconclusive. Potency means the concentration at half of the fitted maximal effect.
SMILES,Tau fluor counter,GLA spleen mod,ALDH1A1 inh,Epigenetic reg,aGlu spleen mod,GAA inh,NPSR antagonist,GAA glycogen
O=c1c2c(n3cnnc3n1-c1ccccc1)-c1ccccc1CC21CCCCC1,-9%,-6%,20µM*,12%,-14%,7%,-18%[46.1 µM],1%
CC(C)C[C@H](NC(=O)c1[nH]cnc1C(=O)N[C@@H](C)C(=O)OC(C)(C)C)C(=O)OC(C)(C)C,-21%,-6%,.,6.2%,-3%,.,-42%,-19%
O=S(=O)(NC1=NCCCCC1)c1ccc(F)cc1,0%,-1%,.,-2.6%,1%,.,21%,6%
Cc1ccsc1C1NC(=O)c2c(sc3c2CCN(C)C3)N1 (stereo unspecified),-23%,?,?,-0.2%,13%,?,-13%[46.1 µM],15%
CC1(CCc2ccc3c(c2)OCO3)NC(=O)c2ccccc2N1 (stereo unspecified),-2%,?,?,-6.5%,22%,?,-2%[46.1 µM],-3%
Oc1c(Cl)cc(Cl)cc1/C=N/Nc1ncc(Br)cn1,-7%,-3%,18%,4.5%,-7%,-1%,11%,26%
CSc1ccccc1NC(=O)Cc1ccc(Br)cc1,-5%,-3%,5%,1.1%,-6%,-2%,-14%,1%
CCCNC(=S)Nc1ccc(Cl)cc1C,13%,2%,3%,0.0%,8%,9%,-4%,2%
C=CCNC(=O)Nc1ccc(Br)cc1Cl,8%,-2%,7%,1.5%,2%,-1%,6%,-3%
Cc1ccc[n+](C(C)C(=O)c2ccc(-c3ccccc3)cc2)c1 (stereo unspecified),1%,1%,-8%,1.3%,-1%,-3%,5%,5%
O=S(=O)(NCCc1ccccn1)c1ccc(-c2ccccn2)s1,5%,2%,-7%,-1.7%,-4%,-5%,2%,7%
Cc1nn(Cc2ccc([N+](=O)[O-])cc2)c(=O)n1-c1c(F)cccc1F,-17%,-15%,?,1.4%,-9%,-4%,15%[46.1 µM],-1%
CCN(CC)C(=O)C1CCCN(c2ccc([N+](=O)[O-])cc2/C=N/NC(=O)c2cccc(Br)c2)C1 (stereo unspecified),1%,12%,?,?,3%,4%,?,-1%
CCc1ccc(CSc2nccn2-c2ccccc2)cc1,-2%,2%,-5%,-1.3%,-5%,-16%,-17%[46.1 µM],?
CC(C)(C)OC(=O)N1CCC[C@H]1c1nnc(SCc2ccccc2F)o1,-9%,8%,6%,-0.9%,3%,7%,-9%[46.1 µM],-2%
O=C(O)CSc1ncnc2scc(-c3ccccc3)c12,5%,4%,.,0.1%,7%,.,-57%,5%
COc1ccc(C(=O)N/C(=C\c2cccc3ccccc23)C(=O)N2CCN(C)CC2)cc1OC,-1%,-6%,5%,-0.6%,-12%,3%,5%,-9%
O=C(Nc1cccc2ccccc12)c1cnccn1,2%,-6%,5%,-1.0%,-10%,-3%,2%[46.1 µM],4%
O=C1C2CC=CCC2C(=O)N1CC(=O)N(Cc1ccccc1)C1CCS(=O)(=O)C1 (stereo unspecified),-4%,4%,-1%,-1.0%,3%,8%,-12%[46.1 µM],-7%
Cc1[nH]nc(Nc2ccc(C(C)C)cc2)c1[N+](=O)[O-],?,24%,.,-1.0%,9%,.,-12%,-12%
Cc1nnc(-c2cnn(C)c2N)n1Cc1cccc(Cl)c1,-1%,3%,-8%,-1.0%,1%,-14%,3%[46.1 µM],4%
COc1ccc(N2CCN(C(=S)Nc3cccc(C)c3)CC2)cc1,-12%,0%,21%,0.0%,-3%,2%,-9%[46.1 µM],-3%
Cc1sc(=NC(=O)c2ccco2)n(C)c1-c1ccccc1,0%,-3%,?,-0.9%,-6%,4%,-8%[46.1 µM],-4%
Cc1nc2c(-c3ccc(F)cc3)cnn2c2c1CCC2,-6%,7%,?,-2.2%,.,8%,-11%,-1%
CCOC(=O)/C(C#N)=c1/s/c(=C2\C=Cc3ccccc3N2CC)c(=O)n1CC,-6%,3%,6%,1.9%,0%,0%,-5%[46.1 µM],5%

# Further records follow:
SMILES,Tau fluor counter,GLA spleen mod,ALDH1A1 inh,Epigenetic reg,aGlu spleen mod,GAA inh,NPSR antagonist,GAA glycogen
O=C(COC(=O)c1cccc(Br)c1)NCCc1ccccc1,-18%,3%,-7%,2.3%,1%,-11%,-3%[46.1 µM],-6%
Cn1c(=O)c2c(ncn2CCC(=O)N/N=C/c2cccnc2)n(C)c1=O,-12%,-1%,.,-1.4%,3%,.,-10%[7.67 µM],4%
O=C(CSc1nnc(-c2ccccn2)n1Cc1ccco1)Nc1ccc2c(c1)OCO2,-19%,-6%,-13%,-1.1%,-7%,-4%,-15%[46.1 µM],3%
COc1ccc(C(=O)N2CCCN(C)CC2)cc1S(=O)(=O)N1CCCc2ccccc21,0%,-2%,-2%,0.0%,0%,-6%,-14%[46.1 µM],7%
C(=N\Nc1nnnn1-c1ccccc1)/c1ccncc1,-4%,0%,?,1.1%,-4%,-9%,6%,8%
COc1ccc(C/C(N)=N/OC(=O)c2cccc([N+](=O)[O-])c2)cc1,0%,9%,?,0.0%,-5%,-11%,8%,-1%
Cc1cc(N=NC(=O)c2ccccc2O)c2ccccc2c1O,?,-2%,-6%,1.3%,0%,-8%,-17%,-1%
CCCn1cc(C(=O)OCC)c(=O)c2cc(F)c(F)cc21,-1%,0%,.,2.1%,-5%,.,-4%,1%
O=C(COC(=O)Cc1ccc(Br)cc1)Nc1c(F)c(F)c(F)c(F)c1F,-24%,-13%,-1%,-3.2%,-12%,-11%,-1%,10%
O=C(Nc1ccccn1)c1ccc(COc2ccccc2Cl)o1,-24%,4%,8%,0.0%,-4%,-13%,-14%[46.1 µM],-17%
Cc1ccc(C)c(NC(=S)Nc2cccnc2)c1,0%,0%,-2%,-1.9%,0%,5%,21%,-5%
NS(=O)(=O)c1cc2c(cc1Cl)NC(CSCc1ccccc1)=NS2(=O)=O,-6%&-7%,-13%,-5%,-4.6%,-11%,-1%[15.4 µM],6%,-6%
Cc1cc(S(=O)(=O)N2CCN(C(=O)CCC(=O)N3CCOCC3)CC2)ccc1Br,0%,0%,.,-1.0%,-3%,.,8%,-18%
CN1C(=O)NC(NC(=O)c2ccco2)(C(F)(F)F)C1=O (stereo unspecified),-5%,6%,3%,-1.8%,0%,1%,11%[46.1 µM],-1%
Cc1ccc(-n2c(=O)[nH]c3c(oc4ccccc43)c2=O)cc1,-5%,7%,?,-2.4%,0%,-8%,-21%,-3%
O=C(Nc1ccccc1C(=O)OC1CCOC1=O)c1ccco1 (stereo unspecified),-8%,-1%,-9%,-1.0%,-16%,2%,-15%[46.1 µM],3%
C=CCNC(=S)NNC(=O)c1csc(C)c1C,-1%,1%,6%,11%,-3%,4%,15%,?
O=C(NCc1cccnc1)C1CC(=O)N(c2ccc(Cl)cc2)C1 (stereo unspecified),5%,3%,0%,0.0%,4%,-7%,-5%[46.1 µM],1%
Cc1oc2c(C)c(O)ccc2c(=O)c1-c1cnn(-c2ccccc2)c1,-2%,-4%,0%,1.1%,-13%,1%,-2%[46.1 µM],1%
CCCc1cc(=O)n2[nH]c(C(F)(F)F)nc2n1,0%,-2%,4%,0.0%,-2%,3%,-1%,1%
C1=C(c2ccc(-c3ccccc3)cc2)Nc2ncnn2C1c1ccco1 (stereo unspecified),-18%,-5%,?,2.5%,0%,13%,9%[46.1 µM],-8%
Cc1ccc2oc(=O)c3cnn(CC(=O)Nc4cc(-c5cccc(F)c5)no4)c3c2c1,-14%,-3%,7%,5.2%,-2%,-21%,5%,0%
COc1cc(O)c(C(CC(=O)N2CCCC(C)C2)c2ccc(N(C)C)cc2)c(OC)c1 (stereo unspecified),-12%,-13%,.,0.4%,2%,.,-3%,17%
O=c1cc(-c2ccco2)oc2c1ccc1ccccc12,-9%,-6%,?,-1.1%,-3%,6%,-12%[46.1 µM],2%
Cc1cccc(N(C(=O)Cn2nnc3ccccc32)C(C(=O)NC(C)(C)C)c2ccsc2)c1C (stereo unspecified),-19%,4%,0%,-7.1%,-20%,?,-25%[46.1 µM],-1%

# (next part)
SMILES,Tau fluor counter,GLA spleen mod,ALDH1A1 inh,Epigenetic reg,aGlu spleen mod,GAA inh,NPSR antagonist,GAA glycogen
CC(O)CNc1nc2ccccc2n1CC(=O)N1CCN(Cc2ccccc2)CC1 (stereo unspecified),-4%,-7%,-2%,-0.4%,-5%,9%,0%,7%
Nc1ncnc(NCc2ccccc2)c1[N+](=O)[O-],-3%,-1%,-5%,0.9%,0%,0%,10%,-3%
Cc1nnc(SCc2ccc(Cl)cc2)nc1/C=C/N(C)C,-17%,6%,-8%,-4.2%,.,-5%,-45%,-8%
CCCc1c(C(=O)NNc2cccc(Cl)c2)cnn1-c1ccccc1,-22%,8%,.,-0.3%,2%,.,0%[7.67 µM],?
O=C(NC1CCCCC1)c1ccc(Br)o1,5%,5%,?,-0.7%,5%,2%,10%[46.1 µM],4%
O=c1c2[nH]c3ccc(F)cc3c2ncn1Cc1ccncc1,-6%,2%,.,1.0%,4%,.,-13%[7.67 µM],-3%
Cc1cccc(C)c1NC(=O)C1(N(Cc2ccco2)C(=O)c2ccccn2)CCCC1,-2%,3%,9%,-6.2%,-2%,1%,-9%[46.1 µM],0%
C[C@H](CO)NC(=O)[C@H]1C[C@@H]1[C@H](NP(=O)(c1ccccc1)c1ccccc1)c1ccccc1,-6%,3%,2%,-2.5%,3%,.,.,.
O=c1nc(N2CCOCC2)ccn1-c1nc(-c2ccccc2)sc1-c1ccccc1,4%,0%,?,-0.3%,6%,?,33%,?
CC(=O)N1CCN2C(=O)C1CCCC(=O)c1cc(C(C)C)ccc12 (stereo unspecified),-9%,23%,?,-4.3%,6%,-4%,10%,3%
CCC(C)(C)NC(=O)C(c1ccc(C)cc1)N(Cc1cccnc1)C(=O)c1csnn1 (stereo unspecified),-3%,-6%,10%,1.2%,?,-12%,?,4%

# Just aGlu spleen mod, Epigenetic reg and GLA spleen mod, for some of the entries so far:
SMILES	aGlu spleen mod	Epigenetic reg	GLA spleen mod
Nc1ncnc(NCc2ccccc2)c1[N+](=O)[O-]	0%	0.9%	-1%
Cc1nnc(SCc2ccc(Cl)cc2)nc1/C=C/N(C)C	.	-4.2%	6%
CCCc1c(C(=O)NNc2cccc(Cl)c2)cnn1-c1ccccc1	2%	-0.3%	8%
O=C(NC1CCCCC1)c1ccc(Br)o1	5%	-0.7%	5%

# From PubChem

# The list is partial; count on the stated rates, not on these rows.
